Source: PubChem (National Center for Advancing Translational Sciences (NCATS))
TRHR enhancer – allosterically enhances the human TRH receptor; enhancement, % at 2 µM; AID 493056; TRHR cells, fluo-8 calcium fluorescence, EC20 TRH enhancement; actives 0.66% (n = 360,000); in the data active means enhancement above about 30%; further: 0% is about no effect
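Enhancer read-out: after compound pinning and an initial kinetic agonist-mode read, an EC20 of TRH (10 nM final) was injected and fluo-8 calcium signal (Ex 480/Em 530) followed at 1 s/cycle for 100 cycles in TRHR-expressing cells.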
D1 ag – human D1 receptor agonism | HEK293 T-REx D1 cells, calcium flux, agonist mode | AID 504660 | P21728 | actives 1% (n = 360,000) | activation, % at 2 µM; further: 0% is about no effect
Target sequence (P21728 whole entry, looked up): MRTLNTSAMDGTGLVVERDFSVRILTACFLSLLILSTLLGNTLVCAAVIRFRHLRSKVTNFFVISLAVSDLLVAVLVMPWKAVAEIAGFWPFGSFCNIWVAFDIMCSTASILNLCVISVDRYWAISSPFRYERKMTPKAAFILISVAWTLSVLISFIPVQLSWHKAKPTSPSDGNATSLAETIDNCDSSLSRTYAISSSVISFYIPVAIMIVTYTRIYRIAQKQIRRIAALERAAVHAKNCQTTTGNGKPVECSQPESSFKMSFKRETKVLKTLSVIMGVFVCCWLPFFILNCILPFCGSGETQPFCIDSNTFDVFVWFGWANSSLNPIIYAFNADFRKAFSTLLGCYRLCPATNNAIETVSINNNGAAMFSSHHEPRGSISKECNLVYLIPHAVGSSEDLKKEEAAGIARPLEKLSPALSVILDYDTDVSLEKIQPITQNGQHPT
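Agonism was scored from calcium flux recorded over 180 s (1 read/s) after pintool compound addition, following a 10-cycle baseline. Cells were inducible force-coupled HEK293 TREx D1, plated overnight at 30 C and loaded with no-wash calcium dye.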
RXFP1 antagonist – antagonists of human relaxin receptor RXFP1. actives 0.59% (n = 350,000). Q9HBX9. HEK293-RXFP1, relaxin-stimulated cAMP HTRF, 30 min; active compounds read low. activity change, negative = inhibition, % at 57.5 µM;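 active means activity change of -60% or lower, but not beyond a set lower limit; inconclusive means change between -60% and -40%, or beyond the set limit; inactive means change above -40%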; further: on the % scale 0 is the no-effect control and ±100 the full control effect
D2 PAM – D2 dopamine receptor (human) potentiation; P14416; HEK293 T-REx D2, calcium flux, EC20 dopamine potentiation; potentiation, % at 10 µM; actives 0.34% (n = 340,000); AID 485347;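 active means potentiation over 3 SD above the plate norm, cut at about 30% in these data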; further: 0% is about no effect
Target sequence (P14416 whole entry, looked up): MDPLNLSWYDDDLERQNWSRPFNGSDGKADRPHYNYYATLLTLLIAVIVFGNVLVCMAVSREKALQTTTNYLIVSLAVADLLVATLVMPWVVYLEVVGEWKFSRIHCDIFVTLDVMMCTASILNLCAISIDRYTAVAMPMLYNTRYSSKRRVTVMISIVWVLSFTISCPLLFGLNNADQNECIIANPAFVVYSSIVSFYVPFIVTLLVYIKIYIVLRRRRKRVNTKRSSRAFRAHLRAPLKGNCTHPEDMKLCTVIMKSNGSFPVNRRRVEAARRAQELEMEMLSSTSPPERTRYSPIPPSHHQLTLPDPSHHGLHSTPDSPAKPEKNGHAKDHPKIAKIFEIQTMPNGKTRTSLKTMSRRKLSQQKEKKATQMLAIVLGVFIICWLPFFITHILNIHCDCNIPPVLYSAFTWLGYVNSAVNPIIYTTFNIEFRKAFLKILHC
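Primary screen. Calcium kinetics in induced HEK293 T-REx D2 cells: compound pre-addition 180 s, EC20 dopamine, 180 s more.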
D2 antag – antagonizes the human D2 dopamine receptor. P14416. HEK293 TREx D2 cells, calcium flux, dopamine EC80. inhibition, % at 10 µM. actives 2% (n = 340,000). AID 485344; in the data active means inhibition above about 30%; further: 0% is about no effect
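Overnight-induced (tetracycline, 30 C) HEK293 T-REx cells carrying force-coupled D2 receive a no-wash calcium dye, then compound, then EC80 dopamine at 180 s; signals are read kinetically throughout.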
D1 PAM – human D1 dopamine receptor positive modulation; P21728; HEK293 TREx D1 cells, calcium flux, dopamine EC20 potentiation; potentiation, % at 10 µM; actives 0.036% (n = 360,000); AID 504651; in the data active means potentiation above about 30%; further: 0% is about no effect
D2 ag – activates the human D2 dopamine receptor; P14416; HEK293 T-REx D2 cells, calcium flux agonist mode; activation, % at 2 µM; actives 0.53% (n = 340,000);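 active means activation over 3 SD above normal in the single-dose calcium agonist read, cut at about 30% in these data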; further: 0% is about no effect
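Agonism scored from kinetic calcium signal (1 read/sec, 180 s) following compound pin transfer, after a 10 s baseline. Cells: HEK293 Trex line expressing inducible D2 receptor coupled to calcium, dye-loaded after overnight culture at 30 C.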
TRHR ag – TRH receptor (human) agonism | P34981 | TRHR cells, calcium flux fluo-8, FDSS agonist mode | activation, % at 2 µM | actives 0.18% (n = 360,000) | AID 493084; further: 0% is about no effect
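In this calcium-flux screen, cells bearing human TRHR are dye-loaded with fluo-8, baselined for 10 cycles, then exposed to library compounds; positive kinetic calcium responses during the agonist phase mark hits, with TRH as control.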
D1 antag – human D1 dopamine receptor antagonism; P21728; HEK293 TREx D1 cells, calcium flux, dopamine EC80; active compounds read low; activity change, negative = inhibition, % at 10 µM; actives 3.2% (n = 360,000); AID 504652; in the data active means activity change below about -30%; further: on the % scale 0 is the no-effect control and ±100 the full control effect
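Compound effects on dopamine-evoked calcium signalling were measured in tetracycline-induced HEK293 Trex D1 cells. Dopamine at EC80 followed a 180 s compound pre-read, and fluorescence was tracked kinetically for 180 s more.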
* hit, by the source's call; ? = inconclusive; . = no result given; & = joins results of further samples. Unless noted, no stated cut-off is given here; in the data, active means activation above about 30%; inactive means the rest. Random draw from the library; overall some 7.1% were active at least once.

Values in the order – D1 PAM	D1 ag	D2 ag	TRHR ag	TRHR enhancer	D2 antag	D2 PAM	RXFP1 antagonist	D1 antag
O=S(=O)(Nc1ccc(Br)cc1)c1cccc(NC(=S)NCCN2CCOCC2)c1
  -5	52*	.	1.1	-2	.	-2	-10	3
Oc1ccc(Nc2nnc(-c3ccc(O)cc3)c3ccccc23)cc1
  7	1	.	-0.2	-5	.	.	-37	-9
Cc1ccc(-c2nc(CS(=O)CC(=O)NCCN3CCOCC3)c(C)o2)cc1 (configuration not stated)
  -4	2	-0.6	-0.3	0	-2	2	-5	-13
Cc1ccccc1C(=O)Nc1cccc(C(=O)OCc2cc(=O)n3c4c(sc3n2)CCCC4)c1
  1	1	-1.0	-0.2	-2	.	-2	10	-8
Cc1cc(C)cc(-c2nc(-c3ccncc3)no2)c1
  3	7	-1.7	-0.2	3	-12	1	.	12
C/C=C(/C)C(=O)O[C@@H]1c2cc3c(c(OC)c2-c2c(cc(OC)c(OC)c2OC)[C@@H](OC(C)=O)[C@@H](C)[C@H]1C)OCO3
  -3	3	-0.2	-0.4	-7	-36	10	.	-62*
CCn1c(COc2cccc(C)c2)nnc1SCC(=O)N1CCCC1
  -2	2	0.1	-0.4	14	-11	8	0	13
Cc1cc(C(F)(F)F)n(-c2nc(C(=O)NNS(=O)(=O)c3ccccc3[N+](=O)[O-])cs2)n1
  0	3	0.5	1.2	2	12	-6	0	-12
CCN1CCN(C(c2cccs2)C(C)NC(=S)Nc2cc(C)ccc2C)CC1 (configuration not stated)
  2	4	0.6	0.5	-6	7	-18	2	8
Cc1c(Br)c([N+](=O)[O-])nn1CC(=O)Nc1cccc2nonc12
  2	6	-3.1	-0.2	-8	-16	-8	12	5
CSc1ccc(CCNC(=O)Cn2ncn3c(cc4ccccc43)c2=O)cc1
  -6	2	.	-0.1	-1	.	-6	4	6
CN(C)c1ccc(C=C(c2nnnn2-c2ccccc2)c2nnnn2-c2ccccc2)cc1
  -10	61*	6.9	7.3	4	-6	-2	-2	14
COc1ccc(C(=O)NCC(=O)OC(C(=O)Nc2cc(C(F)(F)F)ccc2Cl)c2ccccc2)cc1OC (configuration not stated)
  -1	5	.	-1.5	2	.	.	.	-16
O=C1C(Cc2ccccc2)Nc2ncnc(N3CCc4ccccc4C3)c2N1Cc1ccc(Cl)cc1 (configuration not stated)
  4	-1	0.6	0.3	9	-4	17	.	-10
O=C(c1cc(-c2ccco2)on1)N1CCOCC1
  -6	1	-0.6	-0.6	-3	15	-2	-8	-1
COc1ccc(C(=O)CN2CCN(S(=O)(=O)c3ccc(C(C)C)cc3)CC2)cc1
  -5	-1	-0.1	-0.2	1	.	-5	7	-29
O/N=C/c1cc2ccccc2n1Cc1ccccc1F
  -2	-1	-0.9	-0.2	-2	-1	15	4	22
CC(C)CCn1c(=O)c2sccc2n2c(CCCC(=O)Nc3ccc(F)c(Cl)c3)nnc12
  -1	3	0.5	-0.6	1	.	-3	4	-6
CCCCn1nc2cc(C(=O)NCc3ccccc3OC)ccc2c1OCC
  -2	3	-0.5	-1.0	-2	-12	0	.	0
O=C(NCCCN=C1NS(=O)(=O)c2ccccc21)c1ccc(S(=O)(=O)N2CCCCC2)cc1
  -1	7	-0.3	-0.9	-5	6	6	-8	-35*
O=C(c1ccc(F)cc1F)C1CCN(c2ccc([N+](=O)[O-])cn2)CC1
  -4	14	0.3	-0.8	-6	0	-6	-35	-7
CC(=O)c1ccc(Nc2cc(C)nc3c(C)cc(C)cc23)cc1
  -3	1	0.7	-1.0	1	7	0	-22	9
O=C(Oc1cccc(-n2cnnn2)c1)c1ccccc1Cl
  -4	0	0.3	-1.6	-8	-9	4	-10	3
COc1ccc(N2CCN(C(=O)c3cccc(-n4c(C)nc5cccnc54)c3)CC2)cc1
  -1	0	0.8	-0.1	3	.	-7	-13	-12
COC(=O)c1cc(COc2ccc3oc(C)c(C(=O)OC)c3c2)c(C)o1
  -5	8	-0.8	-1.0	2	-11	3	-12	3
OC(c1ccc(F)cc1)(C1CCCCC1)C(CN1CCOCC1)c1ccccc1 (configuration not stated)
  2	2	.	-0.1	4	.	9	-37	37
O=C(CCCn1c(=O)c2cccn2c2cccnc21)Nc1ccccc1C(F)(F)F
  -3	4	-0.3	-0.9	-3	.	5	6	-12
O=C(CN1CCN(c2ccc(O)cc2)CC1)NCC(=O)Nc1ccc(F)c(F)c1F
  -5	1	.	-0.7	1	.	0	-8	-11
[2H]C([2H])(CCOS(N)(=O)=O)c1ccccc1
  -1	1	.	0.0	44*	.	.	.	5
COC(=O)c1cccnc1N1CCN(c2ccccc2F)CC1
  -10	15	-1.1	-0.9	4	-7	13	4	-22
CC(CNC(=O)CCS(=O)(=O)c1ccc2c(c1)oc(=O)n2C)c1ccccc1 (configuration not stated)
  -1&-8	1&2	0.6&1.2	0.2&-0.3	8&8	-8	0&-7	18&1	-3&-10
Cc1oc(-c2ccccc2)nc1C(=O)Nc1nccs1
  -4	0	-0.5	-0.4	-2	-8	3	1	-5
CC(=O)NCCC(=O)Nc1cc(S(=O)(=O)N2CCCCC2)ccc1Oc1ccccc1
  -3	3	0.6	0.8	0	-16	-7	-2	-23
COc1ccccc1CNc1cc(-c2ccccc2)nc2nncn12
  -1	-1	-0.6	-2.9	-1	.	12	.	-2
O=C(Nc1ccccc1Cl)c1ccc2c(c1)N(Cc1ccc(F)cc1)C(=O)CS2=O (configuration not stated)
  -4	-2	1.0	0.0	-5	-6	0	-38	-16
Cc1c(Cl)cccc1NC(=O)c1ncoc1-c1ccco1
  0	-1	.	-0.2	1	.	.	.	-7
COc1ccc(S(=O)(=O)N[C@@H](C)C(=O)OCC(=O)Nc2cc3oc4ccccc4c3cc2OC)cc1
  -5	5	0.6	-0.2	-5	6	-2	.	-11
COc1ccc(CCN2CC(C(=O)NCCc3ccccn3)CCC2=O)cc1 (configuration not stated)
  -1	2	-0.5	0.8	1	3	0	6	-9
COc1cc(C2c3c(-c4cc(C)cc(C)c4O)n[nH]c3C(=O)N2CCCO)cc(OC)c1OC (configuration not stated)
  1	1	-0.6	0.0	3	-22	16	-14	6
O=C(CSc1n[nH]c(=O)[nH]c1=O)c1ccccc1[N+](=O)[O-]
  -3	3	1.7	0.4	1	-16	7	11	-7
O=C(Nc1cc(Cl)ccc1N1CCOCC1)c1cccnc1Cl
  -11	1	.	0.0	-5	.	.	6	-7
COc1ccc(-c2cn(CCO)c(CCN)n2)cc1
  -6	1	0.8	0.2	2	6	-5	.	-15
COc1cccc([C@@H]2Oc3ccc(OC)cc3C(=O)[C@H]2OC(=O)Nc2cc(OC)c(OC)c(OC)c2)c1
  -4	1	2.1	-0.2	-1	-7	1	.	-4
COc1ccccc1C(=O)NNC1=C(C(=O)C(F)(F)F)CCC1
  -1	-1	-0.1	0.6	1	-1	-6	-25	-9
O=C(COc1ccccc1Cl)NCC(c1cccs1)N1CCOCC1 (configuration not stated)
  -1	-2	-0.8	-0.3	0	18	-6	-6	10
CCOC(=O)c1[nH]c2ccccc2c1NC(=O)C1CCCCC1
  4	-1	-0.2	-0.3	3	-10	-5	-4	14
CCn1c(=O)c(C(=O)NCc2ccc(OC)c(OC)c2)c(O)c2ccccc21
  3	2	1.0	-0.6	-6	-3	10	-6	-19
CCCSc1nc2[nH]ncc2c(=O)[nH]1
  2	0	0.5	0.4	-3	-7	-6	-5	-32*
CCCC(C(=O)NC(C)(C)C)N(Cc1ccc(F)cc1)C(=O)c1snc(C(N)=O)c1N (configuration not stated)
  -16	2	1.7	-0.5	-6	0	-5	5	-1
Fc1ccc(Nc2nc(SCc3ccccc3F)nc3ccccc23)cc1
  -1	10	0.1	0.6	-1	.	4	?	-3
O=C(CSc1nnc(COc2ccc(Cl)cc2)o1)N1CCN(c2ccccc2)CC1
  -5	4	0.7	-0.5	0	8	11	9	-17
O=c1[nH]c(NC2CCCCC2)c([N+](=O)[O-])c(=O)[nH]1
  -4	5	0.7	0.3	-4	8	-4	-18	-1
COc1ccc(NC(=O)Nc2nnc(N(C)C3CCCCC3)s2)c(OC)c1
  0	0	-0.6	-0.2	-3	.	4	?	5
CCC(C)N1CC23C=CC(O2)C(C(=O)OCc2ccccc2)C3C1=O (configuration not stated)
  -4	2	0.4	-0.2	5	-16	1	-1	7
CC(=O)Nc1ccccc1-c1nc2ccccc2n(C(C)C(=O)c2ccc(C)c(C)c2)c1=O (configuration not stated)
  -1	51*	.	-1.0	-5	.	-11	6	-3
Cn1c(SCc2ccc(F)cc2)nc2c([nH]c3ccccc32)c1=O
  -2	0	0.3	0.6	7	.	13	18	13
CCOc1ccc(C(=O)NC(=S)Nc2ccc(N3CCOCC3)c(Cl)c2)cc1[N+](=O)[O-]
  -8	2	1.1	1.1	30	-2	-3	0	-19
CCOc1ccc(C(CC(=O)O)NC(=O)c2sc3ccccc3c2Cl)cc1 (configuration not stated)
  -3	5	-0.5	0.0	3	-4	4	1	1
COc1ccc(NC(=O)c2ccc(NC(=O)CN(C)CC(=O)Nc3c(C)cccc3C)cc2)cc1
  -3	2	-0.9	0.9	9	2	1	-10	-20
Cc1[nH]c2ccccc2c1C(=O)CSC(=S)N1CCOCC1
  -6	2	3.0	0.1	-6	-10	-6	-11	-2

Next part.
Values in the order – D1 PAM	D1 ag	D2 ag	TRHR ag	TRHR enhancer	D2 antag	D2 PAM	RXFP1 antagonist	D1 antag
O=C(O)CSC(C(=O)Nc1ccc(C(F)(F)F)cc1)c1ccccc1 (configuration not stated)
  -1	1	0.3	0.7	0	-5	-2	2	-1
CCC12CN3CCN(CC(C3)/C1=N\NC(=O)c1ccc(C(C)(C)C)cc1)C2
  -4	2	0.2	0.3	-3	3	-4	.	-5
CCOC(=O)c1[nH]c(C)c(CCC(=O)N2CCN(c3cc(Cl)ccc3C)CC2)c1C
  -1	-2	-0.4	-0.6	4	.	.	-17	2
N#C/C(=C(/O)COC(=O)COc1cccc(Br)c1)c1nc2ccccc2[nH]1
  -6	4	0.1	0.4	21	-5	-27	-13	3

Entries of single compounds, looked up by structure. Screens in order: D1 PAM, D1 ag, D2 ag, TRHR ag, TRHR enhancer, D2 antag, D2 PAM, RXFP1 antagonist, D1 antag
Shown for `CCOC(=O)c1[nH]c(C)c(CCC(=O)N2CCN(c3cc(Cl)ccc3C)CC2)c1C` = -1, -2, -0.4, -0.6, 4, ., ., -17, 2
Shown for `CCC12CN3CCN(CC(C3)/C1=N\NC(=O)c1ccc(C(C)(C)C)cc1)C2` = -4, 2, 0.2, 0.3, -3, 3, -4, ., -5
Shown for `N#C/C(=C(/O)COC(=O)COc1cccc(Br)c1)c1nc2ccccc2[nH]1` = -6, 4, 0.1, 0.4, 21, -5, -27, -13, 3
Shown for `O=C(O)CSC(C(=O)Nc1ccc(C(F)(F)F)cc1)c1ccccc1` (configuration not stated) = -1, 1, 0.3, 0.7, 0, -5, -2, 2, -1
